Bioassay records: PubChem, National Center for Advancing Translational Sciences (NCATS)
Abeta rescue: compounds reversing amyloid beta toxicity in yeast | yeast expressing A-beta42, growth rescue, OD600, 48 h; response scale: 0% DMSO, 100% iron-clioquinol control | Potency, µM (top dose mostly 46.1 µM), inactives show top-dose growth rescue, usual class: activators | 410,000 compounds, 0.063% hits | AID 1347071; also: potency is read from the fitted curve at half-maximal effect; nearly all actives have a fitted effect of over 55% in size
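Growth rescue measured by 600 nm absorbance after 48 h yeast culture at 30 C with compound. Values normalized between DMSO and an equimolar ferric chloride plus clioquinol control.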
Akt phos inh: Akt phosphorylation inhibition. Neuro2A IGF-stimulated pAkt S473 HTRF, 20 min; hits give low values. 360,000 compounds, 0.32% hits. activity change, % for hits at 50 µM. AID 651550; in the data active = activity change below about -80%; inconclusive = mostly about -51% to -80%; also: % is scaled to controls: 0 for no effect and ±100 for the full control effect
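Neuro2A cells (4,500/well, DMEM with 0.5% FBS) were treated with compound at a single 50 µM final concentration, stimulated with 6 nM IGF for 20 min at 37 °C, and lysed. Phospho-Akt Ser473 was read by HTRF as 665/615 ratio ×10^4.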
HepG2 viability: kills HepG2 cells in TGF-b inhibitor counter-screen | 410,000 compounds, 0.76% hits | Potency, µM (highest dose often 46.1 µM), inactives show at the top dose activity change, negative = cytotoxicity, actives largely listed as cytotoxic | HepG2 CAGA-GFP viability, ATP luminescence, 18 h | AID 588856; also: potency is read from the fitted curve at half-maximal effect; some results filed as inactive show a strong effect at the top dose
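CellTiter-Glo luminescence gave cytotoxicity after 18 hours at 37 degrees C. The cells were HepG2 CAGA-GFP in 1% FBS DMEM, stimulated with 500 pg/mL TGF-beta after compound addition. %Activity was normalised to no-cell wells (complete cell-killing) and DMSO (no toxicity), and curves were fitted and classified.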
CCT chaperon mod: changes cytosolic chaperonin activity. activity change, % (test concentration not listed), hits read low. 360,000 compounds, 0.3% hits. purified chaperonin ATPase assay, HTRF ADP detection, 30 min; in the data active = activity change below about -30%; also: % is scaled to controls: 0 for no effect and ±100 for the full control effect
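TRiC (40 or 20 nM final, by batch activity) in 30 mM Tris pH 7.4, 100 mM KCl, 5 mM MgCl2, 1 mM DTT was treated with compound at 76 uM single dose, then 10 uM ATP, 30 min at 37 °C. ADP was read by HTRF Transcreener.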
TGFb SMAD3 inh: inhibitors of TGF-b signaling; HepG2 CAGA-GFP TGF-b/SMAD3 reporter, GFP fluorescence, 18 h; TGF-beta stimulated, 500 pg/mL final; 410,000 compounds, 1.2% hits; AID 588855; Potency, µM (titrated, usually from 46.1 µM), for the others: top-dose activity, negative = inhibition, most hits filed as inhibitors; also: potency is read from the fitted curve at half-maximal effect; % is scaled to controls: 0 for no effect and ±100 for the full control effect; nearly all actives have a fitted effect of over 65% in size
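First, reporter cells (HEPG2 CAGA-GFP) rested 2 h at 37 degrees C. Next, compounds were pinned in and TGF-beta added to 500 pg/mL final. After 18 h, GFP was imaged per cell and summed per well.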
Nrf2 block: Nrf2 pathway inhibition. A549 ARE-Fluc reporter, luciferase luminescence, 18-24 h. Potency, µM (top dose mostly 46 µM), for the others: top-dose activity change, negative = inhibition, hits mostly inhibitors. 360,000 compounds, 2.1% hits. AID 504444; also: potency is read from the fitted curve at half-maximal effect; % is scaled to controls: 0 for no effect and ±100 for the full control effect; nearly all actives have a fitted effect of over 60% in size
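Two sequential reads on A549 ARE_Fluc cells exposed to compound for 18-24 h: a CellTiter-Fluor fluorescence read for viability, then a luciferase luminescence read for Nrf2/ARE activity.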
Nrf2 activator: Nrf2 pathway activation. AREc32 ARE-luciferase reporter (MCF7-derived line), luminescence, 24 h. Potency, µM (highest dose often 46.1 µM), for inactives: at the highest dose activation, hits mostly activators. 410,000 compounds, 0.31% hits. AID 624171; also: potency is read from the fitted curve at half-maximal effect; % of control where 0% means no effect; nearly all actives have a fitted effect of over 65% in size
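ARE-driven firefly luciferase activity in AREc32 cells measured after a 24 hr compound exposure at 37 deg C, using Steady-Glo reagent and a 30 min room-temperature hold.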
A549 tox: kills or reduces viability of A549 cells in Nrf2 counter-screen. A549 ARE-Fluc cells, CellTiter-Fluor viability, 18-24 h. Potency, µM (highest dose often 46 µM), without a hit: at the highest dose activity change, negative = cytotoxicity, most hits filed as inhibitors. 390,000 compounds, 0.16% hits; also: potency is read from the fitted curve at half-maximal effect; % is scaled to controls: 0 for no effect and ±100 for the full control effect
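Cytotoxicity counterscreen: CellTiter-Fluor fluorescence was measured in A549 ARE_Fluc cells after 18-24 h of compound exposure in a concentration series. The subsequent BugLite luminescent read reports ARE-luciferase activity.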
Mm-Cpn inhibitor: inhibitors of Methanococcus maripaludis chaperonin (MmCpn) | 330,000 compounds, 0.031% hits | purified Mm-Cpn ATPase, ADP Transcreener TR-FRET | Potency, µM (titrated, usually from 76.9 µM), inactives show at the highest dose activity, negative = inhibition, hits mostly inhibitors; also: potency is read from the fitted curve at half-maximal effect; % is scaled to controls: 0 for no effect and ±100 for the full control effect; nearly all actives have a fitted effect of over 80% in size
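Quantitative HTS used 25 nM Mm-CPN and 10 uM ATP in magnesium/KCl Tris buffer, pH 7.4, with 1 mM DTT. Hydrolysis ran 30 min at 37°C; ADP was read by HTRF.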
* hit, by the source's call; i = inactive; ? = inconclusive; / = no result given; & = joins results of further samples; [ ] = another dose, or the depositor's remark. Unless noted, calls follow the shape of the dose curve; as a rule, active = well fitted curve in the direction sought with a large enough effect; inconclusive = small, poorly fitted or top-dose-only effect, or another doubt; inactive = no such curve, though single readings can be large; an effect the other way counts as inactive or inconclusive.

#	compound	Abeta rescue	Akt phos inh	HepG2 viability	CCT chaperon mod	TGFb SMAD3 inh
1	CCc1ccc(C2=NN(S(C)(=O)=O)C(c3cccs3)C2)cc1 (stereo unspecified)	21%	i	-40%	0.2	59%[activator]
2	COc1ccc(O)c(/C=N/Nc2nc3ccccc3[nH]2)c1	2%	i	-2%	0.1	-3%
3	Nc1nc(CN2CCOCC2)cs1	11%	i	-1%	-0.8	-3%
4	NC(=O)C1CCN(CC(=O)Nc2ccccc2Sc2ccc(Cl)cc2)CC1	-5%	i	-29%	-4.4	0%
5	CC(=O)c1ccc(OC2(C)CCN(Cc3ccc(C)cc3)C2)cc1 (stereo unspecified)	-25%	i	-17%	0.2	-8%
6	Cc1cc2nc3c(nc2cc1C)C1(C(=O)O)CCC3(C)C1(C)C (stereo unspecified)	0%	i	-3%	1.2	3%
7	COc1ccc(NC(=O)c2nc[nH]c2C(=O)N2CCN(C(=O)OC(C)(C)C)CC2)cc1	12%	i	-24%	0.0	-10%
8	CCOc1ccc(-n2nc3ccc(NC(=O)c4ccc(C)cc4C)cc3n2)cc1	-14%	/	-61%	/	8%
9	NC(=O)NC(=O)COC(=O)c1ccccc1OCc1ccc(F)cc1	-1%	i	-18%	0.8	0%
10	CCc1cccc(CC)c1NC(=O)c1c(C)oc2ccc(O)c(CN3CCCC3)c12	-6%	/	-29%	/	-10%

#	Nrf2 block	Nrf2 activator	A549 tox	Mm-Cpn inhibitor
1	?	3.4%	-1%	-1%
2	3%	-0.4%	-5%	-1%
3	3%	-0.4%	0%	0%
4	-4%	3.6%	1%	2%
5	/	0.4%	/	/
6	?	-0.1%	2%	0%
7	-4%	-0.4%	-3%	1%
8	3%	-0.7%	2%	/
9	0%	-0.5%	0%	0%
10	20%	3.9%	-8%	/

Following part.
#	compound	Abeta rescue	Akt phos inh	HepG2 viability	CCT chaperon mod	TGFb SMAD3 inh
11	O=C(NC1CCCC1)C(c1ccccc1)N(C(=O)c1ccno1)c1cccnc1 (stereo unspecified)	-3%	i	4%	5.2	-1%
12	COC(=O)C1=C(C)N(Cc2ccccc2)C(=NCC(C)C)N[C@H]1c1cccc(F)c1	-9%	i	-95%	1.0	?
13	CN(c1ccccc1)S(=O)(=O)c1cccc(C(=O)NCCc2ccc(O)c(O)c2)c1	-2%	i	-3%	0.8	-13%
14	CCN(CC)CCOC(=O)c1ccc(NC(=O)COc2cc(=O)n(CC)c3ccccc23)cc1	17%	i	-22%	1.2	-14%
15	CC(CCc1ccccc1)NCC(O)c1ccc(O)c(C(N)=O)c1 (stereo unspecified)	-1%	i	-1%	1.2	11%
16	CCCCSCCCNC(=S)Nc1ccccc1C	-11%	i	-20%	2.2	-12%
17	CCCOc1ccc(C(=O)NCCc2ccccc2)cc1	-8%	i	3%	-0.7	1%
18	CCCCCSc1nncc(=O)[nH]1	8%	i	-3%	-0.3	1%
19	O=C(CN(C(=O)CCC(=O)Nc1ccccn1)C1CCCC1)NCc1ccc(F)cc1	-16%	i	13%	-8.2	-25%
20	CCc1c(C)c(C#N)c2nc3ccccc3n2c1N(C)C	-3%	i	2%	-0.7	10%

#	Nrf2 block	Nrf2 activator	A549 tox	Mm-Cpn inhibitor
11	5%	0.2%	6%	1%
12	10%	-2.3%	-16%	0%&-2%
13	28%	25%	-9%	0%
14	-14%	0.9%	3%	?
15	-4%	-0.7%	-14%	3%[15.4 µM]
16	?	-0.5%	7%	0%
17	?	-2.1%	9%	?
18	?	-0.7%	17%	1%
19	1%	-0.3%	0%	-1%
20	-4%	0.3%	9%	2%

Of the compounds above, 2 have two or more sulfur atoms:
#	compound	Abeta rescue	Akt phos inh	HepG2 viability	CCT chaperon mod	TGFb SMAD3 inh
1	CCc1ccc(C2=NN(S(C)(=O)=O)C(c3cccs3)C2)cc1 (stereo unspecified)	21%	i	-40%	0.2	59%[activator]
16	CCCCSCCCNC(=S)Nc1ccccc1C	-11%	i	-20%	2.2	-12%

#	Nrf2 block	Nrf2 activator	A549 tox	Mm-Cpn inhibitor
1	?	3.4%	-1%	-1%
16	?	-0.5%	7%	0%

The list continues:
#	compound	Abeta rescue	Akt phos inh	HepG2 viability	CCT chaperon mod	TGFb SMAD3 inh
21	O=C(NNC(=S)Nc1ccccc1)Nc1ccccc1	-5%	i	-13%	-2.1	-1%
22	Cn1c(=O)c2c(-c3ccc(C(C)(C)C)cc3)n(CC3CCCO3)cc2n(C)c1=O (stereo unspecified)	3%	i	-1%	0.5	-4%
23	CCOC(=O)c1c(NC(=O)CN2C(=O)NC3(CCCCC3C)C2=O)sc(C)c1C (stereo unspecified)	-17%	i	-18%	-2.5	4%
24	COc1cc2c(cc1OC)CN(CC(=O)NC(=O)NCc1ccccc1)CC2	10%	i	-8%	1.1	5%
25	CCC(C(=O)NCc1ccco1)N(C(=O)CNS(=O)(=O)c1ccc(C)cc1)c1ccccc1OC (stereo unspecified)	0%	i	2%	0.3	2%
26	Cc1ccccc1OCC(O)Cn1nnc2ccccc21 (stereo unspecified)	27%	i	-5%	-5.5	-11%
27	Cc1cccc(OCC2CCCN(Cc3nc(C4CC4)no3)C2)c1 (stereo unspecified)	1%	i	-8%	-0.2	-14%
28	O=C(O)c1ccccc1S(=O)(=O)NCC(O)COC1CCCCC1 (stereo unspecified)	-12%	i	6%	0.2	-4%
29	COc1cccc(C2=CC(c3cccc(OC)c3OC)n3nnnc3N2)c1 (stereo unspecified)	-2%	i	-40%	0.4	-12%
30	O=C(NCc1ccccc1Cl)C1(S(=O)(=O)c2ccc(Cl)cc2)CC1	19%	i	-11%	-0.1	-3%

#	Nrf2 block	Nrf2 activator	A549 tox	Mm-Cpn inhibitor
21	22%	4.6%	1%	-3%
22	10%	1.6%	-18%	3%
23	?	4.2%	-15%	-2%
24	-9%	0.4%	1%	-2%
25	-5%	-0.2%	-6%	-3%
26	?	2.3%	-7%	1%
27	-14%	0.5%	-12%	2%
28	5%	-0.8%	-10%	-1%
29	?	?	-18%	1%
30	1%	-0.5%	-2%	1%

(next part)
#	compound	Abeta rescue	Akt phos inh	HepG2 viability	CCT chaperon mod	TGFb SMAD3 inh
31	CCCCn1c(Nc2ccc(OC)cc2)nc2ccccc21	2%	i	0%	0.0	-10%
32	O=C(/C=C/c1ccccc1)NNC(=O)c1ccco1	-7%	i	-6%	0.5	0%
33	Cc1cc(S(=O)(=O)N2CCCOC2CNC(=O)C(=O)NCCCN2CCOCC2)ccc1F (stereo unspecified)	5%	i	7%	-4.2	1%
34	CC(=O)Nc1ccccc1C(=O)C(=O)Nc1cccc(C(=O)NCc2ccccc2)c1	19%	i	-1%	2.2	-4%
35	O=S(=O)(c1cccc2cnccc12)N1CCNCC1	-3%	i	-23%	-6.9	17%
36	COC(=O)N(C)CCCC1(C)C(=O)N(C)c2ccc(O)cc21 (stereo unspecified)	3%	i	8%	-0.2	-3%
37	CCCCn1c(N)c(N(CC(C)C)C(=O)CCNC(=O)c2ccc([N+](=O)[O-])cc2)c(=O)[nH]c1=O	-10%	i	1%	0.9	-1%
38	CC(=O)N1CCc2cc(S(=O)(=O)NCCC(=O)Nc3cc(C)cc(C)c3)ccc21	-3%	i	4%	-2.4	-6%
39	CCN(Cc1ccncc1)Cc1cn(C)nc1-c1ccc(Oc2ccccc2)cc1	19%	i	-18%	0.3	?
40	COc1ccc(C)cc1S(=O)(=O)N(C)CC(=O)NCc1ccncc1	-8%	i	-9%	-1.3	-3%

#	Nrf2 block	Nrf2 activator	A549 tox	Mm-Cpn inhibitor
31	14%	-0.3%	2%	0%
32	?	1.9%	-4%	-2%
33	10%	-0.1%	-1%	-4%
34	9%	-0.2%	14%	3%
35	-50%	4.9%	-16%	-4%
36	-7%	0.3%	-7%	-1%
37	-14%	-0.4%	-1%	-6%
38	-17%	-0.1%	0%	1%
39	?	7.3%	-12%	3%
40	5%	-0.9%	1%	0%

Part of the list above, reduced to Nrf2 activator, Mm-Cpn inhibitor and Nrf2 block:
#	SMILES	Nrf2 activator	Mm-Cpn inhibitor	Nrf2 block
35	O=S(=O)(c1cccc2cnccc12)N1CCNCC1	4.9%	-4%	-50%
40	COc1ccc(C)cc1S(=O)(=O)N(C)CC(=O)NCc1ccncc1	-0.9%	0%	5%

(listing goes on)
#	compound	Abeta rescue	Akt phos inh	HepG2 viability	CCT chaperon mod	TGFb SMAD3 inh
41	COc1ccc(N2C(=O)c3ccc(C(=O)Nc4ccccc4O)cc3C2=O)cc1	-7%	i	-32%	-1.4	-1%
42	O=C(CSc1nccn1Cc1ccc(F)cc1)Nc1ccc2c(c1)OCO2	3%	/	-21%	/	-18%
43	O=C(N1CCOCC1)C(F)(F)C(F)(F)C(F)(F)C(F)(F)C(=O)N1CCOCC1	-2%	i	-14%	-5.2	-27%
44	CC(C)c1nnc(NC(=O)C2CCCN2C(=O)Nc2ccc(F)cc2)s1 (stereo unspecified)	-10%	i	3%	-0.5	2%
45	O=C(C1CCCCCC1)N1CC[C@@H](N2CCC(O)CC2)[C@H](O)C1	9%	i	-7%	-4.4	5%
46	CCOC(=O)N1CCN(CCC(=O)c2ccc(Br)cc2)CC1	-35%	i	-29%	0.1	-27%
47	COc1ccc(C(=O)N/N=C/c2ccccn2)cc1OC	16%	i	-33%	-1.6	3%

#	Nrf2 block	Nrf2 activator	A549 tox	Mm-Cpn inhibitor
41	-3%	12%	3%	2%
42	/	3.4%	4%	/
43	-11%	-0.3%	/	1%
44	?	0.1%	-11%	-23%
45	-3%	0.3%	0%	-1%
46	1%	?	-13%	-3%
47	?	0.1%	-5%	5%
